CAL PDZ FP-1: CAL PDZ peptide-binding inhibitors, primary screen, biochemical, fluorescence polarization, Cer-tagged CAL PDZ, HTS | inhibition, % at 20 µM | 0.02% of 330,000 active | Golgi-associated PDZ and coiled-coil motif-containing protein (Homo sapiens), Q9HD26 | AID 504414, 2011 | purified CAL PDZ, TMR-peptide fluorescence polarization, 1 h;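 active = highest replicate inhibition of at least 40%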;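 note: plate controls were DMSO neutral control wells for no effect and unlabeled competitor peptide control wells for full effect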
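Test system: purified CerCALP PDZ construct; Compound dosing: one concentration, 20 µM compound; Also added: TMR-labelled reporter peptide T*-PRC34 bound in PDZ groove; Read-out: inhibition from polarization loss; Controls: unlabelled peptide and DMSO controls; Signal: FP readout, S and P plane fluorescence; Incubation: 1 h at RT.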
DSG3 Ab inh: inhibitors of pemphigus antibody binding to DSG3, primary screen, biochemical, bead-based, flow cytometry, scFv-GFP. Desmoglein-3 (Homo sapiens), P32926. DSG3-coupled beads, scFv-anti-DSG3-GFP binding; active compounds read low. 0.48% of 310,000 active. AID 588358, 2011. binding (percent of control), % at 10 µM;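 active = binding more than 3 SD below its plate's average and above zero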;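 note: hits lower antibody fragment binding to DSG3; some compounds called inactive have numbers as strong as hits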
CAL PDZ FP-2: untagged CAL PDZ binding inhibitors, primary screen, biochemical, fluorescence polarization, HTS. AID 602252, 2012. 0.92% of 300,000 active. purified CAL PDZ, TMR-peptide fluorescence polarization, 1 h. inhibition, % at 24.9 µM. Golgi-associated PDZ and coiled-coil motif-containing protein (Homo sapiens), Q9HD26;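 active = mean inhibition of at least 30% with at least half of replicates also reaching 30%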;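 note: 0% = DMSO neutral control and 100% = excess unlabeled competitor peptide PRC23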
DAGLB inh: DAGLB lipase inhibitors, primary screen, biochemical, fluorescence, HTS; Diacylglycerol lipase-beta (Homo sapiens), Q8NCG7; HEK293T DAGLB membrane lysate, EnzChek fluorogenic substrate; inhibition, % at 5.17 µM; 0.059% of 340,000 active; in the data active = inhibition above about 34%;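 note: 0% = enzyme with vehicle and 100% = wells lacking enzyme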
C-LANA FP: inhibitors of KSHV C-LANA binding to DNA, primary screen, biochemical, fluorescence polarization, FAM-LBS DNA, MBP-C-LANA, single point. Kaposi's sarcoma herpesvirus LANA C-terminal domain (residues 932-1162) DNA binding. AID 504423, 2011. 0.078% of 340,000 active. inhibition, % at 9 µM;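 active = highest replicate inhibition at or above 60% at 9 µM, even if other replicates fall short; inactive = all replicates below 60% inhibition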;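 note: 0% = neutral control wells and 100% = 4 µM acridine orange control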
Arr AP2 block: inhibitors of beta-arrestin/AP2 binding, primary screen, biochemical, GPCR trafficking, flow cytometry | beta-arrestin 1 C-terminal peptide binding to AP2 beta2-adaptin appendage (human) | FITC-arrestin peptide / GST-AP2 beads; AP2 beta2 appendage carries R879A mutation | inhibition, % at 10 µM | 0.31% of 340,000 active | AID 504490, 2011;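 active = inhibition above a set limit, near 3 SD of compounds lacking own fluorescence, cut at about 54% in these data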;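 note: plate controls were DMSO wells for no effect and 5 µM unlabelled arrestin peptide for full effect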
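System: GST-tagged AP2 beta2-adaptin appendage (R879A) on 4 µm glutathione beads / Reagent: FITC-arrestin peptide, 50 nM / Detection: HyperCyt-sampled flow cytometry, FL1 channel, ex 488/em 535 nm / Timing: 12 min plus 1 h, RT / Buffer or medium: PBS plus Tween 20 (0.05%) and BSA (0.1%)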
V-ATPase pHluor: regulators of yeast V-ATPase proton pumping, primary screen, pHLuorin cytosolic pH fluorescence. S. cerevisiae. response, % at 10 µM. 0.37% of 350,000 active. AID 504577, 2011; in the data active = response mostly above about 7.3%, no sharp cut-off; inactive = mostly below about 5.4%; note: actives read high; inactives centre near 0; some compounds called inactive have numbers as strong as hits
Cardiac RTF inh: cardiac RTF calcium sensitivity inhibitors, primary screen, biochemical, IANBD-TnC fluorescence, EC70 calcium. inhibition, % at 7.15 µM. Troponin I, cardiac muscle (Homo sapiens) + Troponin T, cardiac muscle (Homo sapiens) + …. IANBD-labeled cardiac RTF, Ca2+ fluorescence. 0.12% of 340,000 active;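 active = inhibition above the mean inhibition of all tested compounds plus 3 SD, cut at about 17% in these data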;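 note: assay run at fixed EC70 calcium of 1.6 mM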
Keap1 Nrf2 FP: Keap1-Nrf2 protein-protein interaction inhibitors, primary screen, biochemical, fluorescence polarization, single point; Kelch-like ECH-associated protein 1 (Homo sapiens), Q14145; Keap1 Kelch-Nrf2 peptide fluorescence polarization, 1536-well; inhibition, % at 9.4 µM; 0.15% of 340,000 active; AID 504523, 2011; in the data active = inhibition above about 12%;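 note: human Keap1 Kelch domain with fluorescein labeled Nrf2 9mer peptide probe; 0% = neutral control wells and 100% = peptide positive control; higher means more block of Keap1 binding to Nrf2 peptide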
Target sequence (Q14145 whole entry, looked up, the tested form may be a part): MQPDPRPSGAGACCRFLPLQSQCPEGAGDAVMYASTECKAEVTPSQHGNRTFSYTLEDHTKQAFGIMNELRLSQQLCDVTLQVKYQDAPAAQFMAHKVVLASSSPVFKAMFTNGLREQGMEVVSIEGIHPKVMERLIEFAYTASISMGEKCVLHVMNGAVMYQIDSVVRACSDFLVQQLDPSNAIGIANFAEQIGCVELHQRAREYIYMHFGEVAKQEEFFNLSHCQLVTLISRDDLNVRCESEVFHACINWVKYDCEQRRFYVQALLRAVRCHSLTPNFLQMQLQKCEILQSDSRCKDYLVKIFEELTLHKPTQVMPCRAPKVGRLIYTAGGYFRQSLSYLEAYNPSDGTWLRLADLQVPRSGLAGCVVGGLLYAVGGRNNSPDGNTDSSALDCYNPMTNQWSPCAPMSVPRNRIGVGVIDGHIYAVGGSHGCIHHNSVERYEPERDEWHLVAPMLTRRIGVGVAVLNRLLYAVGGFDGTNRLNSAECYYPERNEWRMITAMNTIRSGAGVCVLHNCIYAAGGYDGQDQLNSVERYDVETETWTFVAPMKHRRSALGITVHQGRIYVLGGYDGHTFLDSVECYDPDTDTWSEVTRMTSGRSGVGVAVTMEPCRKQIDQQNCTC
NSD2 inh: NSD2 histone methyltransferase inhibitors, primary screen, biochemical, AlphaScreen, single concentration, set 2 | NSD2 peptide methylation, 120 min | inhibition, % at 12.5 µM | 0.54% of 310,000 active | AID 743445, 2014; in the data active = inhibition above about 50%
Active calls of the source: *; x = not tested or not shown. An excerpt; count on the stated rates, not on these rows.

CAL PDZ FP-2	NSD2 inh	Keap1 Nrf2 FP	V-ATPase pHluor	CAL PDZ FP-1	C-LANA FP	Cardiac RTF inh	Arr AP2 block	DSG3 Ab inh	DAGLB inh	compound
x	x	-4	-4	-0.6	1.4	-6	2	100	-1	O=C(Nc1ccc(OC(F)(F)F)cc1)c1cnc2n(c1=O)CCS2
6	17	-2	5	-2.2	0.2	-4	5	x	4	CCCCCn1c(N2CCN(Cc3ccccc3)CC2)nc2c1c(=O)[nH]c(=O)n2C
-2	-1	-1	3	0.9	2.5	-7	17	91	-3	Cc1nc2[nH]c(=O)n(O)c(=O)c2s1
0	-6	-1	0	-1.7	0.7	-2	3	94	-1	O=C(O)CCN1C(=O)C2C3C=CC(C3)C2C1=O (configuration not stated)
-1	0	3	-7	-2.1	-1.7	-8	2	x	0	CCN(CC(=O)NCc1ccc(F)cc1)C(=O)c1cccnc1SC
-1	1	-1	3	-2.2	-1.5	-4	-5	96	0	COc1ccc(CCNC(=O)c2ccc(Cl)nc2)cc1
x	0	5	-1	-0.4	-0.2	2	-5	110	-3	CCCC(C(=O)NCC1CCCO1)N(Cc1ccco1)C(=O)CNS(=O)(=O)c1ccc(F)cc1 (configuration not stated)
-1	-2	-4	2	-4.4	-1.3	-2	7	x	0	COc1ccc(C(=O)NNC(=O)c2cccs2)cc1S(=O)(=O)N1CCOCC1
-6	0	-3	-2	-2.9	1.3	0	-3	x	1	COc1ccc(S(=O)(=O)NCC(=O)N(CC2CCCO2)C(C(=O)NC2CCCC2)C(C)C)cc1 (configuration not stated)
0	-8	-6	-4	-1.5	0.5	-6	-6	108	2	Cc1ccc2c(c1)N(CC(=O)NCC1CCCO1)C(=O)C(C(C)C)O2 (configuration not stated)
1	0	3	-5	-1.8	0.3	-10	8	115	2	CCCc1cc(=O)[nH]c(SCC(=O)c2cc(C)n(-c3cc(C)on3)c2C)n1
2	4	-3	7	-3.3	1.4	-5	-4	104	3	Cc1cc(C)cc(Nc2nc3c([nH]2)c(=O)n(C)c(=O)n3C)c1
x	0	x	-4	x	x	x	x	106	0	COc1ccc(C2=NN(C(=O)c3ccco3)C(c3cccs3)C2)cc1OC (configuration not stated)
10	-2	-3	-2	-0.1	0.6	11	22	92	-2	CC1C(C)N(C(=O)CCCl)c2ccccc2N1C(=O)CCCl (configuration not stated)
0	0	-7	3	-2.6	1.2	-27	1	99	1	CCn1c(SCC(=O)N=Nc2c(O)[nH]c3ccccc23)nc2ccccc21
-1	12	0	-3	0.7	-0.2	-1	5	98	-1	CCOC(=O)N1CCN(Cc2ccccc2F)CC1
1	0	3	-5	-0.3	-1.3	7	9	79	-7	Cc1ccc(CNC(=O)NC23CC4CC(CC(C4)C2)C3)cc1
6	x	26*	x	0.1	57	-86	1	117	-18	CN1CC=C2C(C#N)=C(N)C(C#N)(C#N)[C@H](c3cccs3)[C@H]2C1
0	-2	-3	-1	-2.2	-0.7	-3	-4	83	-2	Cc1cc(C)cc(C(=O)N2CCN=C2c2ccccc2)c1
-1	30	-3	1	-0.8	0.7	-4	3	x	4	COc1cc(OC)cc(N(C(=O)c2ccco2)C(C(=O)NC2CCCC2)c2ccc(N(C)C)cc2)c1 (configuration not stated)
-4	0	-2	-2	-1.6	-0.5	6	-7	102	1	CC(=O)c1ccc(NC(=S)NCCc2ccccn2)cc1
5	-1	3	-8	-2.6	-1.6	11	-2	106	0	COc1ccc(-n2cnc3scc(-c4ccc(OC)c(OC)c4)c3c2=O)cc1
-5	2	1	0	-0.3	0.2	0	21	99	-4	COc1ccc(NC(=O)C(Cc2ccccc2)n2cccc2)c(OC)c1 (configuration not stated)
2	-1	1	4	-1.4	-0.2	2	-13	79	4	COCCCNCCOCCOc1ccccc1-c1ccccc1
5	-3	-5	-1	-1.2	1.7	-1	5	93	-8	COc1ccc(C2CC2/C(C)=N/OC(=O)c2cccs2)cc1 (configuration not stated)
-5	0	-3	1	-4.2	-0.4	2	7	x	3	Nc1nc2n(n1)C(c1cccs1)CC(c1ccc(Br)cc1)N2 (configuration not stated)
x	-2	4	0	-0.1	0.9	-4	-7	103	1	CCCOc1ccc(NC(=O)CC2Nc3ccccc3NC2=O)cc1 (configuration not stated)
0	0	0	-2	-1.2	2.2	-2	-13	105	-1	CSc1ccccc1C(=O)NCCc1ccc(S(=O)(=O)N2CCCCC2)cc1
-3	-5	2	3	-1.3	-0.3	1	51	109	-2	Cn1ccnc1C(=O)c1ccccc1Cl
0	7	1	-3	2.1	-0.9	-15	13	94	3	CC(=O)Nc1ccc(/C(N=Nc2ccccc2)=N/N=C(N)N)cc1
-3	-5	-7	-10	-0.4	1.1	-2	10	42	0	CCCCCCC(=O)NNC(=O)CC(=O)Nc1ccccc1C(=O)O
2	-4	-2	-2	0.1	0.5	-9	-7	94	-2	O=C1c2ccccc2NC(c2ccccc2Cl)N1N=C1CCCCCC1 (configuration not stated)
-4	-22	-5	1	-5.0	-2.5	-17	-6	112	2	CC1CCN(CCCNC(=O)c2cc3c(s2)-c2ccccc2OC3)CC1
1	0	4	-3	-1.4	-1.8	-9	10	85	1	CCCOc1ccc(Cc2nc(N)nc(N)n2)cc1
-1	-1	-3	-2	-1.2	-1.3	-5	-3	x	-6	CCOC(=O)n1c(=O)n(Cc2c(Cl)cccc2Cl)c2ccccc21
x	-3	-2	0	-0.8	0.0	6	-3	111	0	CN(CC(=O)NCc1cccs1)CC(=O)Nc1ccc(F)c(F)c1F
x	-2	2	0	-1.7	1.3	2	26	105	-3	FC(F)(F)c1ccncc1-c1nnnn1-c1ccc(Cl)cc1
-5	9	1	1	-2.5	0.9	-9	13	88	3	O=C(NC(Cc1ccccc1)c1nc2ccccc2[nH]1)c1ccc(Cl)c([N+](=O)[O-])c1 (configuration not stated)
-3	0	-7	-7	-1.6	2.3	-1	5	131	-5	COCC(C)OC(=O)C(C#N)c1nc2ccccc2nc1N1CCN(Cc2ccccc2)CC1 (configuration not stated)
-2	11	2	-3	-0.8	1.1	-3	27	92	-1	Cc1ccc(C(=O)Oc2ccc(C(=O)COC(=O)c3cnccn3)cc2)cc1
0	26	-4	5	-0.8	1.6	2	4	100	1	Cc1nnc(SCCn2c(N3CC(C)CC(C)C3)nc3c2c(=O)n(C)c(=O)n3C)s1 (configuration not stated)
-2	x	-5	0	-2.0	0.9	3	3	110	-1	CCN(CC)CCCCNc1ncc2cc(-c3cc(OC)cc(OC)c3)c(NC(=O)NC(C)(C)C)nc2n1
3	-1	2	5	0.4	1.0	-5	4	98	2	COC(=O)c1ccc(CSc2nnc(C)s2)cc1
-3	2	1	0	-1.1	-1.1	-1	17	102	-4	O=C(O)CCC(=O)Nc1ccc(SSc2ccc(NC(=O)CCC(=O)O)cc2)cc1
x	4	x	-2	x	x	x	x	101	-1	CN(C(=O)COC(=O)c1cc([N+](=O)[O-])ccc1N1CCOCC1)C1CCCCC1
x	0	-5	-1	-0.8	0.1	0	1	107	0	COC(=O)c1cccnc1-n1c(=O)c2cccnc2n(Cc2ccc(Cl)cc2)c1=O
-2	-3	-1	-3	-8.6	2.9	4	-7	75	1	COc1ccc(Cl)c2c1[nH]c1nc(SCc3ccccn3)nnc12
-3	2	-4	2	0.1	-0.8	-7	-14	x	2	Cc1[nH]c(C)c(S(=O)(=O)NCCc2ccccc2)c1C(=O)N1CCCCC1
-6	-2	1	0	-2.6	-0.1	4	-19	100	2	O=C1C2C3c4ccccc4C(c4ccccc43)C2C(=O)N1c1ccncc1 (configuration not stated)
-1	5	-6	1	-0.9	-1.4	-7	-1	103	-2	CCCN1Cc2cccc(C(=O)Nc3ccc(CN4CCCC4)cc3)c2C1=O
-2	0	-5	-1	0.1	-0.2	2	-10	100	1	COc1ccc(CNC(=O)C2CC(c3ccc(F)cc3)=NO2)cc1 (configuration not stated)
1	x	-5	-4	-0.7	-0.6	-6	15	118	1	CCOC(=O)C1CCN(C(=O)C2(NC(=O)NC3CCCCC3)CCCCC2)CC1
1	0	-2	-1	-0.9	-0.6	-15	2	100	-3	Cc1ccc(C(=O)NCC(=O)OCC(=O)Nc2ccccc2[N+](=O)[O-])cc1
-3	-5	5	0	-1.7	0.1	-10	8	101	-1	COc1ccc(NC2CS(=O)(=O)CC2NCc2ccco2)cc1 (configuration not stated)
-3	3	-2	-2	-0.6	-4.0	-8	-2	96	-3	Cc1cc(C)c2oc(=O)cc(CN3CCC(C)CC3)c2c1
-6	3	-6	0	-0.9	-0.7	0	2	106	4	Cc1ccc(SCc2[nH]nc3c2C2(C(=O)Nc4ccc([N+](=O)[O-])cc42)C(C#N)=C(N)O3)cc1 (configuration not stated)
-4	x	-2	-6	-0.2	0.0	4	0	x	-2	Cc1nc2c(c(=O)n1CCC1=CCCCC1)c1nc3ccccc3nc1n2/N=C/c1ccccc1

An excerpt from above in order of count of non-hydrogen atoms, low to high.
CAL PDZ FP-2	NSD2 inh	Keap1 Nrf2 FP	V-ATPase pHluor	CAL PDZ FP-1	C-LANA FP	Cardiac RTF inh	Arr AP2 block	DSG3 Ab inh	DAGLB inh	compound
-3	-5	5	0	-1.7	0.1	-10	8	101	-1	COc1ccc(NC2CS(=O)(=O)CC2NCc2ccco2)cc1 (configuration not stated)
1	0	-2	-1	-0.9	-0.6	-15	2	100	-3	Cc1ccc(C(=O)NCC(=O)OCC(=O)Nc2ccccc2[N+](=O)[O-])cc1
1	x	-5	-4	-0.7	-0.6	-6	15	118	1	CCOC(=O)C1CCN(C(=O)C2(NC(=O)NC3CCCCC3)CCCCC2)CC1
